mABHD4 FP: ABHD4 inhibitors, primary screen, biochemical, fluorescence polarization, mouse; AID 720543, 2013; inhibition, % at 8.92 µM; 0.54% of 370,000 active; (Lyso)-N-acylphosphatidylethanolamine lipase (Mus musculus), Q8VD66; purified mABHD4, FP-Rh probe fluorescence polarization;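 active means inhibition exceeding the mean over every tested compound plus 3 SD, cut at about 30% in these data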;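 further: 0% = plate median of compound wells and 100% = S159A mutant with DMSO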
Target sequence (Q8VD66 whole entry, looked up): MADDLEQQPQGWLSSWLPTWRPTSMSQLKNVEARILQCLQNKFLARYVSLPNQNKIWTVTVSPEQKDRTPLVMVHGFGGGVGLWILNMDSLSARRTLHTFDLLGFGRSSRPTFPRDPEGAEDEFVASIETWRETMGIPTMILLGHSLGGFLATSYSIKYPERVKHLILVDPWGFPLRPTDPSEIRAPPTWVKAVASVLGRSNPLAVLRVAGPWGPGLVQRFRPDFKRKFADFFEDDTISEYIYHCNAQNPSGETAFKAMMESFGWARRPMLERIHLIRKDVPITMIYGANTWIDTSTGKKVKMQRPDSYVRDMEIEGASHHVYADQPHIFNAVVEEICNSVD
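assay system = mABHD4 protein | compound dosing = single nominal dose of 8.92 µM, 0.89% DMSO final | read-out basis = percent inhibition of probe binding, normalized to plate controls | schedule = Enzyme–compound pre-incubation 45 min, then probe 60 min, both 25 °C | detection = fluorescence polarization, excitation 525 nm, emission 598 nm, BODIPY TMR filters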
rCAG RNA binder: binders of r(CAG) RNA repeats, primary screen, biochemical, fluorescence. r(CAG) RNA repeat, TO-PRO-1 dye displacement fluorescence. inhibition, % at 3 µM. 1.3% of 370,000 active;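 active means inhibition above the plate cutoff, the mean of all test compounds on that plate plus 3 SD, cut at about 35% in these data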;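 further: 0% = DMSO alone and 100% = 100 µM mitoxantrone as full dye displacement; higher means more dye released from RNA so lower well fluorescence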
TCR CD3 inh: inhibitors of human TCR-CD3 interaction, primary screen, biochemical, fluorescence, TAMRA-labeled TCR probe; T-cell receptor (TCR); inhibition, % at 9.4 µM; 0.37% of 360,000 active; AID 651800, 2012; in the data active means inhibition above about 19%;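 further: recombinant mutant TCR 2C K166C tagged with TAMRA read by polarization; 0% = receptor in buffer alone and 100% = receptor with positive control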
MBD2 inh: inhibitors of MBD2 binding to methylated DNA, primary screen, biochemical, TR-FRET, DNA-binding domain, human | inhibition, % at 4.4 µM | MBD2 binding to methylated oligonucleotide | AID 686964, 2013 | 0.31% of 370,000 active; in the data active means inhibition above about 13%
LEDGF integ inh: blockers of LEDGF/p75-dependent integrase strand transfer – biochemical, TR-FRET, high throughput, primary screen. TR-FRET IN-LEDGF/p75 DNA integration, Eu/Cy5. AID 743269, 2014. HIV-1 integrase (with human LEDGF/p75). 0.64% of 370,000 active. inhibition, % at 3.7 µM;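 active means inhibition above the screen-wide mean plus 3 SD, cut at about 13% in these data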;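 further: signal is the Cy5 over europium emission ratio at 671 and 618 nm; 0% = plate median of compound wells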
PG9 Ab binder: binders of HIV-1 gp120 antibody PG9, primary screen, biochemical, TR-FRET; HIV-1 gp120 / PG9 antibody interaction; TR-FRET gp120-PG9 antibody binding; inhibition, % at 6.7 µM; 0.43% of 360,000 active; AID 624416, 2012; in the data active means inhibition above about 8.5%
UHRF1 binding: UHRF1 methylated DNA binding inhibitors, primary screen, counter-screen for MBD2 inhibitor project, biochemical, TR-FRET, human UHRF1, single concentration. E3 ubiquitin-protein ligase UHRF1 (Homo sapiens), Q96T88. UHRF1 binding to methylated oligo. inhibition, % at 4.4 µM. 0.75% of 370,000 active; in the data active means inhibition above about 21%;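 further: UHRF1 SRA domain binding a hemimethylated CpG hairpin DNA probe; 0% = median of test compound wells and 100% = reference inhibitor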
Rev-erbA mod: modulators of Rev-erb alpha DNA binding, primary screen, biochemical, FITC-DNA, fluorescence polarization, uHTS. Nuclear receptor subfamily 1 group D member 1 (Homo sapiens), P20393. Rev-erbα–FITC-DNA binding, 90 min. activity, % at 10 µM. 0.79% of 370,000 active. AID 1259318, 2017;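 active means activity above about 14%, limit read from the data; passing the limit was not always enough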;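 further: 0% = DMSO wells with 35 nM protein and 100% = DMSO wells with 750 nM protein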
Target sequence (P20393 whole entry, looked up): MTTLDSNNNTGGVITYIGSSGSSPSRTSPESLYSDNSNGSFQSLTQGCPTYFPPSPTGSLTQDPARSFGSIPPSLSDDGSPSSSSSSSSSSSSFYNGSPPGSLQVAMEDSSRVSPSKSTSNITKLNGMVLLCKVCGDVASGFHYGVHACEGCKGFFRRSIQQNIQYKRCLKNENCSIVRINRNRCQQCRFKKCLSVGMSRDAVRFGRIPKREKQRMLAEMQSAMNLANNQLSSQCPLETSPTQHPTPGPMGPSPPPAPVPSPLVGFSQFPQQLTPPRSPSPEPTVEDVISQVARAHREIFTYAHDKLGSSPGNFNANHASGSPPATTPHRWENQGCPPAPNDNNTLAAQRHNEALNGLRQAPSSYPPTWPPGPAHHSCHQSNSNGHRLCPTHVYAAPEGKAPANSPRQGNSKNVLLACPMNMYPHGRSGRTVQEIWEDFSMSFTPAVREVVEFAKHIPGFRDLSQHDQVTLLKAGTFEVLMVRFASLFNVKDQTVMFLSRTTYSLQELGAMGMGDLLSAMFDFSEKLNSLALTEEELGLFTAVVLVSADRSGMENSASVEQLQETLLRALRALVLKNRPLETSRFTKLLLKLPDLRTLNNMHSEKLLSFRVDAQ
HTRA1 inh: HTRA1 serine protease inhibitors, primary screen, biochemical, fluorescence polarization, HTS; Q92743; recombinant HTRA1, FP-rhodamine activity-based probe; inhibition, % at 5.96 µM; 0.5% of 340,000 active; in the data active means inhibition above about 36%;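 further: 0% = enzyme with DMSO and 100% = wells lacking enzyme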
PRMT1 FP inh: PRMT1 methyltransferase inhibitors, primary screen, biochemical, fluorescence polarization | 1.3% of 370,000 active | inhibition, % at 2.79 µM | recombinant PRMT1, activity-based probe fluorescence polarization | Protein arginine N-methyltransferase 1 (Homo sapiens), Q99873;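 active means inhibition above about 21% made by adding two undisclosed values, limit read from the data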
The depositor's hits bear a star; / = no result given. This is a subset (hit frequency here may not be typical).

Molecule	PG9 Ab binder	HTRA1 inh	mABHD4 FP	Rev-erbA mod	UHRF1 binding	MBD2 inh	rCAG RNA binder	PRMT1 FP inh	TCR CD3 inh	LEDGF integ inh
COc1ccccc1NC(=O)CSc1nccn1Cc1ccccc1	3.0	5	-1	-7	2	-8	-8	1	-4	-1
CO/N=C1\CCCc2c(C(=O)NN)sc(SC)c21	0.8	/	-1	1	4	-3	8	1	-4	6
O=C(COC(=O)c1ccco1)Nc1cccc(Br)c1	1.6	0	-10	-3	0	-6	2	-2	3	-2
CCCC1=C(C(=O)OCC)C(c2cccnc2)n2nc(C)nc2N1 (configuration not stated)	0.1	7	-6	4	-2	-3	0	1	2	-3
CCN(CC)CCCN(Cc1cc2ccc(C)c(C)c2[nH]c1=O)C(=O)NC1CCCCC1	0.8	-7	4	-5	10	7	8	-2	7	-3
Cn1cc(C(=O)NS(=O)(=O)Nc2ccc(Br)cc2)c2ccccc21	1.2	7	1	-3	0	-6	4	-6	2	1
CC(C)(C)S(=O)(=O)N1Cc2cc(CO)ccc2[C@H]1CCO	-0.8	/	-6	-5	-2	0	13	5	6	5
Cc1cccn2c(=O)c(/C=C(\C#N)S(=O)(=O)c3ccccc3)c(N3CCC(C(N)=O)CC3)nc12	1.9	2	1	3	-2	2	1	3	2	1
O=S(=O)(Nc1ccc(C(F)(F)F)cc1)c1cnc[nH]1	-0.3	3	-1	0	3	-1	2	0	1	0
O=C(c1cccs1)N1CCN(C2CCCCC2)CC1	-0.6	6	-12	-3	6	7	-3	8	-7	-6
COc1ccc(CN(C)C(=O)Cn2ccc(N)nc2=O)cc1OC	-1.1	-2	-3	5	0	1	0	-1	-6	-1
COc1ccc(S(=O)(=O)N2CCOCC2)cc1NC(=O)Cc1ccccc1Cl	-1.4	-9	-3	-2	-2	-3	1	-2	0	2
CCS(=O)(=O)c1ccc2oc(Nc3ccc(OC)cc3)nc2c1	0.2	4	1	3	0	-1	1	5	-4	-2
COC(=O)Cn1c(=O)c2c(nc3n2CC(C)CN3Cc2ccccc2)n(C)c1=O (configuration not stated)	-3.8	2	0	3	4	0	-6	-3	1	5
COC(=O)[C@]12C[C@H](CC(=O)NCc3ccc(OC)c(OC)c3)C(=O)N(CCc3ccc(OC)c(OC)c3)C1=C[C@H](C1CCCC1)O[C@@H]2C	/	/	-1	-6	-4	-7	3	-3	/	7
Cc1ccc(-c2nn3c(C)nnc3c3ccccc23)cc1S(=O)(=O)N1CCN(CCO)CC1	-2.5	-1	1	3	-2	6	2	1	4	3
CNc1ccccc1C(C)(C)c1cc(-c2cccc(OC)c2)no1	-0.2	/	-61	7	-1	1	-4	0	-18	-7
CS(=O)(=O)c1ccc(C(=O)NCc2ccccc2F)cc1	0.2	2	1	2	2	-1	-2	-7	2	-2
Cc1ccc(-n2c(-c3ccco3)n[nH]c2=S)cc1	2.5	1	5	2	-2	3	0	2	2	-1
O=C(Cn1nnc(-c2ccccc2)n1)Nc1cccc(S(=O)(=O)N2CCCC2)c1	-1.4	-15	-10	1	3	-3	11	0	-2	1
CCCCN1C(=O)C(CC(=O)NCCCN(C)C)CC(C(=O)N2CCCCCC2)=C1C (configuration not stated)	0.1	/	4	-1	3	5	2	-1	-5	-3
COc1ccc(C(CNC(=O)C(=O)Nc2ccc3c(c2)OCCO3)N2CCN(C)CC2)cc1 (configuration not stated)	-2.1	1	3	2	0	-8	-8	-2	5	4
C(#Cc1ccccc1)Cn1nnc2ccccc21	1.2	-11	-4	-1	1	3	-3	1	-4	0
CCCCN(C)CCCNC(=O)c1cc(-c2cccnc2)nc2ccccc12	-0.4	-4	-6	0	-1	-4	4	1	-4	10
COc1ccc(OC)c(S(=O)(=O)NCCCn2ccnc2)c1	-2.2	3	2	1	2	3	-2	1	-8	-4
COc1cc(/C=N/NC(=O)CCOc2ccccc2C)cc(Br)c1O	-3.0	-10	1	3	-2	-6	6	2	5	2
Cc1cc(NC(=O)Nc2ccccc2F)ccc1Br	-0.2	-20	-10	-1	-1	2	10	0	2	-5
COc1cc(C(=O)N(C)CC(=O)Nc2cccc(F)c2)ccc1OCc1ccccc1	0.4	-13	-3	-2	-1	-2	-2	1	2	-1
O=C1CSc2ccc(S(=O)(=O)NCc3ccc(F)cc3)cc2N1	-0.3	1	7	-1	1	2	4	2	1	-1
Oc1ccc(NC(=S)N=Nc2c(O)[nH]c3ccccc23)cc1	-7.0	14	19	-3	-5	-2	12	-3	3	-1
CN(C(=O)c1ccccc1[N+](=O)[O-])c1ccccc1C(=O)NCc1ccccc1	1.9	-1	11	-8	0	2	-2	-2	7	3
COc1cc(C(CCN2CCN(c3ccccc3)CC2)c2c(OC)cc(OC)c3ccc(=O)oc23)cc(OC)c1OC (configuration not stated)	-2.0	-4	0	-4	-4	5	3	-1	7	-3
CC(=O)Nc1ccc(Nc2nnc(-c3ccc(O)cc3)c3ccccc23)cc1	-1.1	0	2	-5	1	-2	1	2	-5	1
Cc1ccc(N2CCN(CCCCN3C(=O)C4CCCN4C3=O)CC2)cc1 (configuration not stated)	-2.0	4	6	-4	2	-1	-9	3	5	-2
CC(=O)N1c2ccccc2N2C(c3c(C)c(C)cc(C)c3C)=NON12	-2.5	-28	-29	-2	4	3	-1	-2	-7	2
CO/N=C/C1C(=O)NN=C1c1ccccc1 (configuration not stated)	-2.4	6	2	-5	-2	-4	-1	0	3	1
Cc1onc(-c2c(F)cccc2Cl)c1C(=O)Nc1nc2c(s1)CCCC2	-0.2	0	5	-4	3	5	-3	1	1	1
CCOC(=O)c1cc2c(=O)n3ccccc3nc2n(CC2CCCO2)c1=NC(C)=O (configuration not stated)	0.8	6	2	1	-4	-4	1	0	0	0
O=C(Nc1ccc(Cl)cc1)c1csc(-c2ccccc2)n1	0.6	-54	-27	-2	-2	0	1	0	3	-1
O=C(CSc1nc(Nc2ccccc2)nc(N2CCOCC2)n1)N1CCCC1	-1.5	0	4	-4	1	-1	-7	2	-1	3
O=S(=O)(NCc1cccnc1)c1ccc(Cl)cc1	-2.3	-2	-11	3	5	2	-3	-3	-14	4
CCOc1ccc(N2C(=O)C3Sc4[nH]c(=O)sc4C(c4ccc(OC)c(OC)c4)C3C2=O)cc1 (configuration not stated)	-0.6	-2	5	0	0	3	18	9	-5	-10
CCNC(=O)NC(=O)C(C)OC(=O)C1CCN(S(=O)(=O)c2ccccc2C(=O)OC)CC1 (configuration not stated)	-0.2	-1	3	0	0	1	-3	2	2	-5
O=C(CC1Nc2c3ccccc3nc(=S)n2C1=O)NC1CCCCC1 (configuration not stated)	1.2	/	0	-6	1	2	0	-10	7	3
COc1cc(CNc2cccc3[nH]c(C(F)(F)F)nc23)cc(OC)c1	0.0	-10	3	5	0	0	44*	3	-5	0
COc1ccc(CCC(=O)Nc2ccc(S(=O)(=O)N3CCOCC3)cc2)cc1	0.3	-7	-11	3	4	-2	1	5	-4	-1
O=C(CCc1ccccc1F)N1CCN(c2ccc(C(F)(F)F)cn2)CC1	1.1	-10	-2	3	2	0	-4	4	-4	1
Cc1ccc(S(=O)(=O)CCC(=O)OCc2cc(=O)oc3cc(C)ccc23)cc1	0.8	-9	1	-6	1	-5	1	2	-6	-1
Cc1cccc(Nc2nc3c(c(=O)n(C)c(=O)n3C)n2CC(O)CO)c1 (configuration not stated)	-2.2	5	0	2	0	5	-2	1	-1	6
CCCCCCCSc1ncnc2[nH]ncc12	1.6	-20	-22	1	-3	-10	0	-4	-4	5
C/C(=N\NC(=O)c1cccs1)c1c(O)cc(C)oc1=O	-0.1	-4	-2	-5	0	1	1	-2	3	0
Cc1ccc(C(=O)Nc2ccc(NC(=O)c3ccccc3Cl)c(C)c2)cc1	29*	-9	-6	9	-1	0	2	-1	6	-7
CC(C)c1ccc(NC2CCCN(C(=O)c3ccccc3-c3ncc[nH]3)C2)cc1 (configuration not stated)	1.9	4	8	-4	0	-4	-3	1	5	0
CC1(C)CC(CCC(=O)Nc2ccc(S(N)(=O)=O)cc2)C(=O)O1 (configuration not stated)	0.8	-3	9	0	1	3	1	3	-5	-1
CCN(C[C@H]1N[C@@](Cc2ccccc2)(C(=O)OC)[C@H]2C(=O)N(Cc3ccccc3)C(=O)[C@@H]12)C(=O)Nc1ccc(C(F)(F)F)cc1	-0.5	-22	-22	-3	-1	1	3	2	-2	-4
COc1ccc(CCNC(=O)c2cccnc2Cl)cc1OC	-1.6	9	1	2	1	7	-1	-11	-1	2
Cn1c(N)c(C(=O)COC(=O)c2cncc(Br)c2)c(=O)n(C)c1=O	-1.9	1	-1	2	-2	-4	3	5	1	-1
CN(C)/C=N/c1nc2nccc(-c3cccs3)n2n1	1.4	8	-6	-4	2	-10	1	-1	-11	0
Cc1ccc(C(=O)N[C@H](C(=O)OCC(=O)c2ccc[nH]2)C(C)C)cc1	-1.3	3	-6	-3	-1	-1	1	3	8	-2
CCCn1c(=O)c(C(=O)Nc2ccccc2)c(O)c2ccccc21	-0.4	0	-6	7	6	0	2	-2	-6	5

Two of these compounds in another layout:
Each structure is followed by: PG9 Ab binder, HTRA1 inh, mABHD4 FP, Rev-erbA mod, UHRF1 binding, MBD2 inh, rCAG RNA binder, PRMT1 FP inh, TCR CD3 inh, LEDGF integ inh
> CO/N=C/C1C(=O)NN=C1c1ccccc1 (configuration not stated)
→ -2.4, 6, 2, -5, -2, -4, -1, 0, 3, 1
> Cc1onc(-c2c(F)cccc2Cl)c1C(=O)Nc1nc2c(s1)CCCC2
→ -0.2, 0, 5, -4, 3, 5, -3, 1, 1, 1

Continuation:
Molecule	PG9 Ab binder	HTRA1 inh	mABHD4 FP	Rev-erbA mod	UHRF1 binding	MBD2 inh	rCAG RNA binder	PRMT1 FP inh	TCR CD3 inh	LEDGF integ inh
O=C(CSc1ncn(-c2ccccc2)n1)Nc1ccc(Br)cn1	-1.2	-10	2	-2	1	-2	2	10	9	-3
O=C(NNC1=Nc2ccccc2SC1)c1cccc([N+](=O)[O-])c1	0.1	/	9	0	-1	-2	2	-1	-4	-2
CCOc1ccc(N(CC(=O)NC2CCCC2)C(=O)CCCC(=O)Nc2ccccn2)cc1	-1.7	-7	-2	7	7	-5	-3	-1	-10	4
COc1ccc(S(=O)(=O)N2CCOCC2)cc1NC(=O)CCCOc1ccccc1	-0.4	-5	-6	-7	1	-3	1	-1	5	2
Cc1cc(C)cc(C(=O)NC(CC(N)=O)c2ccc(NCCN3CCCC3)c([N+](=O)[O-])c2)c1 (configuration not stated)	-1.2	-4	7	-8	-6	-13	-1	-2	3	2

Screening results deposited in PubChem BioAssay by several laboratories.
